ADAM17 inh – ADAM17 inhibitors, primary screen, biochemical, QFRET | recombinant ADAM17, EDANS/DABCYL FRET peptide cleavage | inhibition, % at 6.95 µM | 370,000 compounds, 0.83% hits | AID 720648, 2013;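 active = inhibition above the mean of compounds lying between control limits plus 3 SD, set per campaign, cut at about 8.5% in these data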;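 also: 0% = DMSO-only wells as the low control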
Target sequence (P78536 215-824 limits assumed): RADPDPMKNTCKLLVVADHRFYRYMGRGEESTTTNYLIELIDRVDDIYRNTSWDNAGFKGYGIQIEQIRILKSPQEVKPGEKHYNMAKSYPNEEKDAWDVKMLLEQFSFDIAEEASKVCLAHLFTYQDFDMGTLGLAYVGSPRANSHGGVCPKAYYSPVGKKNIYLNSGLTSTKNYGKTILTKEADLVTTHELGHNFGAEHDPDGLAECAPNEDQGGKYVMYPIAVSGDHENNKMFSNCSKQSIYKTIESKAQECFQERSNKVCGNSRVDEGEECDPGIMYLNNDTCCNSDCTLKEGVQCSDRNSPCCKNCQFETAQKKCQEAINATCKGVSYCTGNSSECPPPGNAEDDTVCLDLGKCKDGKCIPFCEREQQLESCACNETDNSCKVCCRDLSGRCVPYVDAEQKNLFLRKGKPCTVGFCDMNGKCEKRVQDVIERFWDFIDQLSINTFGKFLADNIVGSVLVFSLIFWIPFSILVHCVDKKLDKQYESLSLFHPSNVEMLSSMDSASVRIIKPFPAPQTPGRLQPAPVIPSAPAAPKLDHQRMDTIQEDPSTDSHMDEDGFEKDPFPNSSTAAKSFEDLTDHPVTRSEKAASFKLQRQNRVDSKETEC
ASAP1 inh – inhibitors of human ASAP1 ArfGAP activity, primary screen, biochemical, fluorescence polarization; 360,000 compounds, 0.19% hits; ASAP1-stimulated ARF1 GTP hydrolysis, GDP FP detection; Arf-GAP with SH3 domain, ANK repeat and PH domain-containing protein 1 (Homo sapiens), …; inhibition, % at 16.5 µM; in the data active = inhibition above about 25%;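 also: 0% = vehicle with enzyme and substrate and 100% = no enzyme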
DDE Tn6 FP inh – inhibitors of Tn6 peptide binding to fibrin DD(E), primary screen, biochemical, fluorescence polarization, human fibrin, Tn6 probe. 370,000 compounds, 0.21% hits. Fibrin DD(E) TRITC-Tn6 fluorescence polarization displacement. Fibrinogen beta chain (Homo sapiens), P02675. inhibition, % at 8.3 µM;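 active = inhibition above a per-campaign cutoff: mean of compounds within control limits plus 3 SD, cut at about 15% in these data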;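 also: 0% = median of all compound wells on the plate and 100% = blocking peptide control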
ARFGAP1 inhibitor – inhibitors of rat ARFGAP1 GAP activity, primary screen, biochemical, fluorescence polarization, GDP tracer | ADP-ribosylation factor GTPase-activating protein 1 (Rattus norvegicus), Q62848 | Arfgap1-stimulated ARF1 GTP hydrolysis, GDP FP detection | inhibition, % at 16.5 µM | 360,000 compounds, 0.26% hits | AID 651572, 2012;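 active = inhibition above a per-plate limit, mean inhibition of low control wells plus 3 SD, cut at about 25% in these data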;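 also: 0% = DMSO wells with enzyme and 100% = wells lacking Arfgap1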
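System: truncated rat Arfgap1 GAP domain / Benchmarks: high control wells lacking Arfgap1, low control full reaction with DMSO / Times: compound-enzyme preincubation 20 min, reaction 120 min, detection 60 min, 25 °C / Repeats: one replicate per compound / Also added: human ARF1(Δ1-17)-GTP substrate / Measured by: Tracer-displacement fluorescence polarization with EDTA stop, 620/688 nm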
ADAM10 inh – human ADAM10 inhibitors, primary screen, biochemical, QFRET, HTS | Disintegrin and metalloproteinase domain-containing protein 10 (Homo sapiens), O14672 | inhibition, % at 7 µM | recombinant ADAM10, EDANS/DABCYL FRET peptide cleavage, 3 h | AID 720582, 2013 | 370,000 compounds, 0.62% hits;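 active = inhibition above a per-campaign cutoff equal to the mean of compounds falling between control-based bounds plus 3 SD, cut at about 20% in these data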;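 also: 0% = DMSO wells while the 100% control is not disclosed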
KLK7 zymogen act – proKLK7 zymogen activators, primary screen, biochemical, fluorescence intensity | purified proKLK7, EDANS-DABCYL substrate fluorescence; 100% is mature enzyme control, 0% vehicle | Kallikrein-7 (Homo sapiens), P49862 | AID 652039, 2013 | activation, % at 7 µM | 370,000 compounds, 0.9% hits;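 active = activation above the mean of all tested compounds plus 3 SD, computed per campaign excluding outliers beyond control limits, cut at about 13% in these data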
PLC-gamma1 inh – PLC-gamma1 enzyme inhibitors, primary screen, biochemical, fluorescence, purified enzyme. 1-phosphatidylinositol 4,5-bisphosphate phosphodiesterase gamma-1 (Homo sapiens), P19174. fluorogenic substrate. inhibition, % at 12.2 µM. 370,000 compounds, 0.84% hits. AID 720700, 2013; in the data active = inhibition above about 9.5%
LEDGF integ inh – blockers of LEDGF/p75-dependent integrase strand transfer – biochemical, TR-FRET, high throughput, primary screen; inhibition, % at 3.7 µM; TR-FRET IN-LEDGF/p75 DNA integration, Eu/Cy5; 370,000 compounds, 0.64% hits;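 active = inhibition above the screen-wide mean plus 3 SD, cut at about 13% in these data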;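 also: signal is the Cy5 over europium emission ratio at 671 and 618 nm; 0% = plate median of compound wells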
DDE Tn7 FP inh – inhibitors of Tn7 peptide binding to fibrin DD(E), primary screen, biochemical, fluorescence polarization, human fibrin, Tn7 probe; inhibition, % at 8.3 µM; Fibrinogen beta chain (Homo sapiens), P02675; 370,000 compounds, 0.13% hits; FP displacement of FITC-Tn7 peptide from fibrin DD(E); 0% = median of compound wells per plate;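 active = inhibition above the mean of compounds falling within the control limits plus 3 SD of them, cut at about 14% in these data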;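 also: 0% = plate median of compound wells and 100% = 10 µM Aha-Tn7 peptide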
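Also added: labelled Tn7 tracer, 0.1 µM; Assay system: human fibrin DD(E) protein; Amount: 2 µM fibrin DD(E); Schedule: 10 min compound pre-incubation, 3 h probe incubation at room temperature; Repeats: one replicate per compound; Read-out basis: percent inhibition; Measured by: fluorescence polarization of the labelled Tn7 tracer.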
TDP2 inh – human TDP2 enzyme inhibitors, primary screen, biochemical, epi absorbance, recombinant enzyme. Tyrosyl-DNA phosphodiesterase 2 (Homo sapiens), O95551. T5PNP hydrolysis, p-nitrophenol absorbance 415 nm. inhibition, % at 12.8 µM. 370,000 compounds, 0.34% hits;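 active = inhibition above the mean of all tested compounds plus 3 SD, set per campaign, cut at about 25% in these data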;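 also: 0% = DMSO with enzyme and 100% = buffer with substrate but no TDP2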
Target sequence (O95551 whole entry, looked up): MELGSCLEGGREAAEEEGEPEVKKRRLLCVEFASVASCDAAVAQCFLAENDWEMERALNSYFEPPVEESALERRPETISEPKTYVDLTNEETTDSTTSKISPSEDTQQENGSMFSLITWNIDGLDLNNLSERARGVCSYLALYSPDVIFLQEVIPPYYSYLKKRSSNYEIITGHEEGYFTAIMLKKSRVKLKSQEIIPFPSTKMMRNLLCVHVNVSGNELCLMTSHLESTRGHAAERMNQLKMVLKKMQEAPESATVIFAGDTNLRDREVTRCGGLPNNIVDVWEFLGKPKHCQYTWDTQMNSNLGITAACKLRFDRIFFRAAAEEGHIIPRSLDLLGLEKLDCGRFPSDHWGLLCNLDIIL
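System – recombinant human TDP2 · Quantity – TDP2 enzyme at 120 nM final · Doses – single concentration, 12.8 µM nominal, with 1% DMSO · Incubation – 2 h at 37 °C · Measured by – epi absorbance of p-nitrophenol freed from T5PNP by hydrolysis · Read-out – % inhibition relative to enzyme-containing and enzyme-free wells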
Starred values were filed as active, the others as inactive. Compounds as they come; about 4.2% have a hit in one of these screens.

SMILES	ADAM17 inh	ASAP1 inh	DDE Tn6 FP inh	ARFGAP1 inhibitor	ADAM10 inh	KLK7 zymogen act	PLC-gamma1 inh	LEDGF integ inh	DDE Tn7 FP inh	TDP2 inh
CCOC(=O)c1c(C)[nH]c(C(C)=NNC(=O)Cn2nc(C)cc2C)c1C	-3	-6	-3	3	6	0.0	1	1	4	7
Cc1ccnc(NC(=O)COc2ccccc2[N+](=O)[O-])c1	-3	5	9	-1	-7	-0.3	2	-10	-2	-3
CC(C)CCN1C(=O)c2ccc(C(=O)OCC(=O)N(C)C3CCS(=O)(=O)C3)cc2C1=O (stereo unspecified)	-3	0	2	-4	-7	0.1	4	-3	-3	11
COc1ccc(NS(=O)(=O)c2ccc(C)c(C(=O)NC3CCN(Cc4ccccc4)CC3)c2)cc1	1	6	0	2	-2	-0.2	0	0	-2	16
Cc1ccccc1OCC(=O)NCCS(=O)(=O)N1CCN(c2ccc(F)cc2)CC1	0	4	1	6	3	0.1	-3	1	2	7
CCCNC(=O)C(Cc1ccccc1C)NC(=O)c1ccc(C(F)(F)F)cc1 (stereo unspecified)	2	-7	0	15	9	0.4	3	0	8	-2
COc1ccc(C2=NN(C(=O)CSc3ncccn3)C(c3ccc(C)cc3)C2)cc1 (stereo unspecified)	5	-3	6	-16	4	0.2	0	2	3	6
CCCNc1nc(C)c(C(C)=O)cc1C#N	-1	-3	5	-4	-1	-0.4	0	1	1	-2
O=C(COC(=O)c1nc(Cl)ccc1Cl)NC1CCCCC1	-3	-1	1	-9	-20	-0.3	0	-2	7	-4
S=C(NCCC1=CCCCC1)Nc1ccc(Cl)cc1	1	-11	-1	-1	1	-0.3	3	1	0	4
COc1ccc(/C=C/C(=O)Nc2cccnc2)cc1OC	-46	20	1	11	-127	1.6	-50	-3	-1	-4
Cn1nnnc1SCC(=O)Nc1ccccc1C(=O)NC1CC1	-5	-7	0	-8	-8	0.8	-5	1	3	-8
Cc1ccc2nc3c(cc2c1)c(NC(=O)c1cccnc1)nn3C	-15	10	-1	21	-37	1.0	-105	5	-6	15
CCn1c(=O)n(CC)c2cc(N3CCCC3)c(NC(=O)c3ccccc3F)cc21	-7	3	-1	5	-12	-0.4	-17	2	2	11
CC1(C)CC(=O)c2c(O)cc(OCc3ccc([N+](=O)[O-])cc3)cc2O1	-4	9	-6	-6	0	0.3	2	-1	5	16
Cc1ccc(OCc2cc(C(=O)N(C)C3CCCc4ccccc43)no2)cc1C (stereo unspecified)	5	-4	6	-5	13	0.6	-3	1	7	-5
COc1cc(NS(=O)(=O)c2ccc(NC(=O)/C=C/c3cccc([N+](=O)[O-])c3)cc2)ncn1	-2	1	6	-11	-19	-0.4	0	-2	2	2
COc1cc(-c2nc3c(c(C)nn3-c3ccccc3)c3cc(OC)c(OC)cc23)ccc1O	-14	-5	5	-4	-27	-1.0	-77	1	4	-1
Cc1ccccc1NC(=O)c1ccccc1NS(=O)(=O)c1cccc2cccnc12	0	-7	1	-11	7	-0.7	1	-3	2	7
CC(=O)Cn1ncc(N2CCOCC2)cc1=O	2	3	9	3	1	-0.5	2	0	-5	-6
O=C(/C=C/c1ccco1)OCc1nnc(-c2ccccc2)o1	2	0	3	9	-2	0.1	-4	3	-11	1
CCOc1c(Cl)cc(C(=O)Nc2cccc(C(=O)O)c2)cc1Cl	2	-6	-4	-5	-14	0.1	2	-1	-2	0
O=S(=O)(c1ccc(Cl)cc1)N1CCC2(CC1)OCCO2	1	-2	-2	-12	0	0.2	7	-2	8	-3
CCC(C)[C@H](NC(=O)NCc1ccco1)C(=O)O (stereo partly specified)	0	-1	-4	10	0	-0.5	6	12	1	-8
Cc1cccc(NC(=O)CSc2nc3ccc(NC(=O)CSc4nnnn4-c4ccccc4)cc3s2)c1C	-3	8	-6	2	-2	-0.2	1	1	-1	5
S=C(NCC1CCCO1)Nc1ccc(Cl)cc1 (stereo unspecified)	1	-6	3	0	-2	-0.2	2	-1	-1	9
CC(NCCN(C)C)C(=O)C12CC3CC(CC(C3)C1)C2 (stereo unspecified)	-1	2	-4	6	1	-0.6	4	4	-9	-21
Cc1ccc(NC(=O)/C(C#N)=C/c2ccsc2)c(C)c1	7	0	2	1	2	-1.1	5	-2	5	-12
O=C(NC(=S)Nc1ccc([N+](=O)[O-])cc1O)C1CCCCC1	-4	7	0	1	-9	0.1	-2	-2	5	7
CCCCOc1ccc(C2NC(=O)NC(C)=C2C(C)=O)cc1OCC (stereo unspecified)	0	0	2	-6	0	1.0	2	4	-2	11
O=C1CCCCC1Sc1ccc(Cl)cc1[N+](=O)[O-] (stereo unspecified)	-3	-1	-1	-10	-2	-0.2	-10	3	-1	-3
O=C(O)CCCCCNC(=O)Nc1ccc2c(c1)OCCO2	3	4	-1	4	-4	0.2	1	-3	-6	-5
C=C1C(=O)OC2C=C(CO)CCC=C(CO)CC(OC(=O)C(C)C)C12 (stereo unspecified)	-6	4	-1	10	-3	0.1	0	7	2	1
CCN(CC(=O)N1CCOCC1)S(=O)(=O)c1ccc(Cl)cc1	-2	17	-2	8	0	0.5	2	0	-4	0
O=C(/C=C/c1ccc(Br)cc1)c1ccco1	-3	5	-4	16	-15	0.2	0	1	0	14
O=C(N/N=C/c1ccc([N+](=O)[O-])o1)c1ccccc1-n1cccc1	0	-4	5	11	-4	0.8	-2	0	-1	-8
COc1ccccc1-c1noc2c1C(=O)N(C(=O)OC(C)(C)C)CC2	2	-1	2	7	7	0.2	4	3	-4	-11
COc1cc(OC)nc(C(NC(=O)C2CCN(Cc3c[nH]c4ccccc34)CC2)c2ccc(Cl)cc2)n1 (stereo unspecified)	1	-1	6	-6	-4	-0.3	1	6	-2	-8
CCC(C(=O)NC1C(=O)N2C(C(=O)O)=C(CSc3nnc(C)s3)CSC12)c1ccccc1 (stereo unspecified)	0	10	-2	-4	-4	0.1	-4	3	-6	-7
COc1ccc(NC(=O)CCC2CCCC2)cc1OC	-4	-7	4	5	-3	0.6	-1	2	1	8
Cc1ccc(CCNC(=O)CC(C)CC2=NS(=O)(=O)c3ccccc3N2)cc1 (stereo unspecified)	-2	-7	-2	-15	-1	-0.2	4	2	1	9
O=C(Nc1ccc(S(=O)(=O)NCc2ccco2)cc1)c1ccc2ccccc2n1	-9	2	1	7	-15	-3.5	-3	-1	-2	7
CCCCSc1cc(C)nc2ncnn12	-2	12	0	8	2	-0.1	0	0	-5	-2
Cn1cccc1CNC(=O)Nc1ccccc1	-7	7	7	2	-2	0.5	-2	-4	-1	7
CC(=O)/C(=N/Nc1cccc(C)c1)N1CCOCC1	-2	-4	4	6	3	-0.1	1	2	-1	9
CCC(=O)Nc1ccc(Br)c(Cl)c1	-6	8	-6	12	-1	-0.8	-1	0	-1	10
O=C(c1ccc(Cl)cc1)N1CCn2c1nc1ccccc12	-2	-1	3	-1	-2	0.0	1	1	-3	0
Cc1ccc(O)c(C(=O)c2cnn(C(=O)COc3ccc(Cl)cc3)c2)c1	-2	3	3	3	2	1.6	0	1	-1	-8
CC1(C)CC(=O)C=C(Nc2ccc(F)cc2)C1	-6	6	3	0	-9	0.6	-5	1	-6	-4
COc1cccc(OC)c1NC(=O)c1nc2c(nnn2Cc2ccccc2Cl)c(=O)[nH]1	-3	-6	-2	-16	3	0.0	-1	4	-2	-4
O=C(CCNC(=O)c1ccco1)NCCc1ccc(Cl)cc1	-1	-9	3	0	-10	0.3	-1	-1	2	-2
CC1CCN(CCCn2c(=S)[nH]c3c(sc4ccc([N+](=O)[O-])cc43)c2=O)CC1	-4	2	-10	13	3	0.3	2	0	2	11
COC(=O)[C@@]1(Cc2ccc(OC)cc2)[C@H]2c3cc(C(=O)N4CCCC4)n(Cc4ccc(OC(F)(F)F)cc4)c3C[C@H]2CN1C(=O)c1ccccc1	0	3	2	-6	-7	0.0	-3	0	3	-5
CC(C)CC(=O)Nc1ccc2c3c(cccc13)CC2	-7	-2	5	12	-8	0.4	-4	1	-3	6
CN(C)c1ccc(/C=N/NC(=O)C(=O)N2CCCCCC2)cc1	-1	-11	1	4	-3	0.8	-2	-6	3	6
CCC(=O)Nc1ccc(-c2ccc(NC(=O)CC)c(OC)c2)cc1OC	-4	-3	5	17	0	-0.1	-3	-2	7	8
CCCOc1ccc(C(=O)NCCC(=O)NCCCC(=O)O)cc1	-1	-4	2	4	2	0.3	1	3	-10	5
Cc1ccc(Oc2nc3ccccc3n3c(C)nnc23)cc1	-3	-6	-1	0	-1	0.4	2	2	4	-11

Single records, from the list above. Screens in order: ADAM17 inh | ASAP1 inh | DDE Tn6 FP inh | ARFGAP1 inhibitor | ADAM10 inh | KLK7 zymogen act | PLC-gamma1 inh | LEDGF integ inh | DDE Tn7 FP inh | TDP2 inh
CCC(=O)Nc1ccc(-c2ccc(NC(=O)CC)c(OC)c2)cc1OC is listed with -4 | -3 | 5 | 17 | 0 | -0.1 | -3 | -2 | 7 | 8
O=C(CCNC(=O)c1ccco1)NCCc1ccc(Cl)cc1 is listed with -1 | -9 | 3 | 0 | -10 | 0.3 | -1 | -1 | 2 | -2
O=C(c1ccc(Cl)cc1)N1CCn2c1nc1ccccc12 is listed with -2 | -1 | 3 | -1 | -2 | 0.0 | 1 | 1 | -3 | 0
CCCOc1ccc(C(=O)NCCC(=O)NCCCC(=O)O)cc1 is listed with -1 | -4 | 2 | 4 | 2 | 0.3 | 1 | 3 | -10 | 5

Screens: PubChem, The Scripps Research Institute Molecular Screening Center
